mIAP act = increases mouse intestinal alkaline phosphatase activity. AID 2805. muIAP, CDP-Star luminescence, 30 min; active compounds read high; 1 = vehicle-only enzyme signal, 0 = enzyme-free wells. hit rate 0.24% among 330,000. activation factor at 10 µM;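 active = activation factor of at least 2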; note: the source names both 10 and 20 µM as test concentration; values of inactives mirror those of a sister screen read the other way
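Assay system: mouse IAP enzyme; reagent: chemiluminescent substrate CDP-Star; dosing: test compounds delivered from DMSO solution; schedule: 30 min at room temperature; measured by: luminescence from enzymatic CDP-Star hydrolysis; controls: DMSO-only wells and no-enzyme negative control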
mIAP inh = blocks mouse intestinal alkaline phosphatase; hit rate 0.2% among 330,000; purified mouse IAP, CDP-Star luminescence, 30 min; inhibition, % at 10 µM;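 active = inhibition of at least 40% at 10 µM in the primary screen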;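 note: plate controls were DMSO with enzyme for no effect and no enzyme wells for full effect; values of inactives mirror those of a sister screen read the other way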
SENP1 inh = blocks the human SENP1 SUMO protease catalytic domain; recombinant SENP1 catalytic domain, CyPet-SUMO1-YPet FRET cleavage; Q9P0U3; hit rate 0.21% among 360,000; AID 624204; inhibition, % at 10 µM;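 active = inhibition at least 30% at 10 µM, raw YFP signal under a set limit, fluorescence ratio 0.5 to 1.5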;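 note: 0% = enzyme with DMSO and 100% = no enzyme wells; some results filed as inactive read as strong as hits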
Target sequence (Q9P0U3 419-644 limits assumed): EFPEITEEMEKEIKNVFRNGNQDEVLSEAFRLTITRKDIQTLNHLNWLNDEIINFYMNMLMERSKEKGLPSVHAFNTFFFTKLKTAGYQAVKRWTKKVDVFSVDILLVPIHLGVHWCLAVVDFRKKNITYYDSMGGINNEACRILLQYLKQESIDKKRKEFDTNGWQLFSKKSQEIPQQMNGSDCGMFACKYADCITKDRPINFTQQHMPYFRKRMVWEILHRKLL
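Material: hSENP1 catalytic domain, recombinant; medium: Tris pH 8 with BME, BSA, NP40 and catalase; compound: single concentration of 10 µM compound, 0.5% DMSO final; technique: FRET read of cyan and yellow fluorescence; timing: 50 min enzyme reaction, room temperature, light-protected; reagent: SFCypet-SUMO1-SFYpet substrate at 25 nM; control set: no-enzyme low, enzyme-DMSO high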
hIAP act = human IAP activation | P09923 | purified human IAP, CDP-Star luminescence, 30 min; active compounds read high; 1 = vehicle-only enzyme, 0 = enzyme-free background | activation factor at 10 µM | hit rate 0.16% among 330,000;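 active = activation factor of the enzyme at least 2-fold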; note: the source names both 10 and 20 µM as test concentration; values of inactives mirror those of a sister screen read the other way
Target sequence (P09923 whole entry, looked up): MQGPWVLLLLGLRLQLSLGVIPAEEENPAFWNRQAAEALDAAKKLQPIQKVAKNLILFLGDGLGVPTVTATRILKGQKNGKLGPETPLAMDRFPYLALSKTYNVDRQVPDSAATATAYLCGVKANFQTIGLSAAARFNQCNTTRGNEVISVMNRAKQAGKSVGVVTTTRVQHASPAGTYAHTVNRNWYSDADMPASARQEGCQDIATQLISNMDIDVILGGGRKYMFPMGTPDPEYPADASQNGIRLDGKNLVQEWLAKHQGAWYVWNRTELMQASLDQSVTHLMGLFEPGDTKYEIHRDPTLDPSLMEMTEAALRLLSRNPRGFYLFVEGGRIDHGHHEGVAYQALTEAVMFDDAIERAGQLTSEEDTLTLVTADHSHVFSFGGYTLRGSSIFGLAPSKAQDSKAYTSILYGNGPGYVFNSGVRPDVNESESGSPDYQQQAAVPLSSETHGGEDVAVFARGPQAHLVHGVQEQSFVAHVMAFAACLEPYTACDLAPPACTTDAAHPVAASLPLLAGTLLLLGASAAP
NLRP3 yeast inh = NALP3 inhibition in yeast; hit rate 0.39% among 330,000; inhibition, % at 10 µM; Yeast reconstituted NLRP3/ASC/caspase-1, beta-gal luminescence, 24 h; AID 2825;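 active = inhibition of 50% or more; inactive = inhibition below 50%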;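 note: plate controls were induced DMSO wells for no effect and uninduced yeast grown without galactose for full effect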
APOBEC3A inh = blocks human APOBEC3A ssDNA deamination. recombinant A3A, FAM/TAMRA ssDNA deamination fluorescence. inhibition, % at 20 µM. AID 493011. P31941. hit rate 0.41% among 330,000;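 active = at least 40% inhibition at 20 µM here, with at most 30% in a related deaminase screen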;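 note: plate controls were A3A with DMSO for no effect and wells lacking A3A enzyme for full effect; some results filed as inactive read as strong as hits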
Target sequence (P31941 whole entry, looked up): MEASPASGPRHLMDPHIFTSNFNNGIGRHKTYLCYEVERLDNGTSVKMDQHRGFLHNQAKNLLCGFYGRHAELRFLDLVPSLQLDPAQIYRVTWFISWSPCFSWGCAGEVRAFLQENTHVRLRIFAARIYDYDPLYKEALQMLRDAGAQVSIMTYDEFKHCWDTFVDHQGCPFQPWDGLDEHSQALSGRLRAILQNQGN
beta cell repl = MIN6 beta-cell proliferation induction | hit rate 0.29% among 330,000 | proliferation, % at 10 µM | AID 2380 | MIN6 cells proliferation, ATPlite luminescence, 48 h; cells starved in 0.2% serum; 100% = growth in 10% serum;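 active = compounds whose signal lies at least 3.5 SD above the mean of all wells on their plate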;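 note: 0% = DMSO-treated cells in low-serum medium and 100% = 10% serum control; some compounds called inactive have numbers as strong as hits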
APOBEC3G inh = inhibitors of human APOBEC3G DNA deaminase. Q9HC16. recombinant A3G, ssDNA deamination FAM/TAMRA fluorescence. inhibition, % at 20 µM. hit rate 0.28% among 330,000. AID 493012;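 active = inhibition of at least 40% at 20 µM, with no more than 30% in the related APOBEC3A deaminase screen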;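 note: plate controls were DMSO wells with A3G for no effect and wells lacking A3G enzyme for full effect; some compounds called inactive have numbers as strong as hits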
hIAP block = human IAP inhibition | P09923 | purified IAP, CDP-Star luminescence, 30 min | inhibition, % at 10 µM | hit rate 0.12% among 330,000;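 active = inhibition reaching a set limit with compound at 10 µM in the primary screen, cut at about 35% in these data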;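 note: plate controls were DMSO wells with enzyme for no effect and no-enzyme buffer wells for full effect; values of inactives mirror those of a sister screen read the other way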
An asterisk follows results filed as active; . = not tested or not shown.

SMILES	mIAP act	mIAP inh	SENP1 inh	hIAP act	NLRP3 yeast inh	APOBEC3A inh	beta cell repl	APOBEC3G inh	hIAP block
Nc1nc(/C=C/c2cccnc2)nc(-c2ccccc2O)n1	1.1	-9	0	1	-18	-3	-5	-2	-2
O=C(NCCc1csc(-c2ccc(C(F)(F)F)cc2)n1)c1cccs1	1	-2	3	1.1	9	-7	-5	-13	-11
Cc1ccc(-n2nnnc2SCC(=O)c2cc(C)n(-c3cc(C)on3)c2C)cc1	0.89	11	-2	0.97	22	-3	1	-6	3
CCOc1ccc(NC(=S)N2CCN(CCN3C(=O)c4cccc5cccc(c45)C3=O)CC2)cc1	0.86	14	0	0.89	-3	-2	3	-6	11
CCOC(=O)[C@H]1[C@H]2COc3cc(OC)ccc3[C@@H]2N2C(=O)CN(Cc3ccco3)C(=O)[C@@]12C	1	-3	-5	1.1	-11	-2	6	-11	-9
COc1ccc2oc(CS(=O)c3ccccc3)c(C(=O)O)c2c1 (stereo not given)	1.2	-16	-1	1.2	22	1	-3	0	-17
CCN(CC)CCNc1ncnc2c1[nH]c1ccc(OC)cc12	1.1	-11	.	1.1	6	4	-3	-4	-12
O=C(O)c1ccc(C(=O)O)c(C(=O)c2ccc(NC(=O)c3ccccc3)cc2)c1	1	-2	-1	1.1	-2	-2	-4	-8	-7
Cc1ccc(/C=C2\Oc3cc(OC(=O)N4CCOCC4)ccc3C2=O)cc1	1	0	1	0.83	25	-1	0	-2	17
O=C(O)c1ccc2c(=O)n(-c3ccccc3)c(=S)[nH]c2c1	0.97	3	-6	0.86	5	3	2	-1	14
COc1ccc(S(=O)(=O)N2CCOCC2)cc1NC(=O)/C=C/c1ccccc1	1	0	0	0.97	1	0	0	-4	3
c1ccc(CSCc2ccccc2)cc1	0.93	7	-1	0.86	5	-2	-2	-6	14
CC(C)(C)C1=CC(=Nc2ccccc2N)C=C(C(C)(C)C)C1=O	0.8	20	-25	1.1	2	-3	0	-4	-8
Cc1ccc(S(=O)(=O)C(C#N)c2nc3ccccc3nc2N2CCN(C)CC2)cc1 (stereo not given)	0.95	5	-24	0.96	15	-1	0	0	4
CC(=O)Nc1cccc(OC(=O)N2CCOCC2)c1	0.98	2	1	1.2	20	-5	-1	6	-21
CCN(CC(=O)Nc1ccc(OC)cc1)C(=O)c1ccc([N+](=O)[O-])cc1	0.99	1	0	1.3	0	-4	-4	-3	-31
Cc1ccc(S(=O)(=O)N(C)CC(=O)N2CCC(C(N)=O)CC2)cc1	1.1	-8	0	0.95	-1	0	-3	-6	5
COc1ccc(C2CC(c3ccccc3)=NN2S(=O)(=O)c2ccc(C)cc2)c(OC)c1 (stereo not given)	0.89	11	-6	0.85	27	-2	0	-2	15
CCCCSc1nnc(CCNC(=O)OC(C)(C)C)o1	1.1	-6	1	0.89	14	1	-2	-1	11
CC(=O)CC(C)(C)Nc1nc2ccc([N+](=O)[O-])cc2o1	1.1	-7	0	0.82	16	0	-1	8	18
Cc1ccc(C(=O)Oc2coc(CSc3nnc(NC(=O)c4cccs4)s3)cc2=O)cc1	1	-2	7	1	14	14	0	7	-4
O=S(=O)(c1ccccc1)c1nc(-c2ccco2)oc1NCc1ccccc1	0.99	1	0	0.93	-7	2	3	-10	7
COc1ccccc1/C=N/n1cnnc1	0.97	3	0	0.92	12	-2	0	-2	8
CSc1ncc(CNc2cc([N+](=O)[O-])ccc2C)c(N)n1	0.97	3	37*	0.89	21	-2	1	-3	11
CN(C)c1ccc(CNc2ccc3c(c2)ncn3C)cc1	1	0	.	0.96	3	3	-4	5	4
CCOc1ccc(NC(=O)CSc2nc(N3CCOCC3)nc(N3CCOCC3)n2)cc1	0.99	1	1	1.1	9	-1	-1	-4	-5
COc1ccc(S(=O)(=O)N(Cc2cc3cc(C)ccc3[nH]c2=O)CC2CCCO2)cc1 (stereo not given)	1.1	-6	2	1.2	34	-3	-3	-5	-21
O=C(COC(=O)c1ccc(CO)cc1)Nc1ccc2ccccc2c1	1.1	-13	4	1.1	-3	24	-3	-2	-12
CC1(C)NC(=O)N(CC(=O)OCC(=O)c2ccc(Cl)s2)C1=O	1	-4	2	1	12	0	-3	-4	-5
COc1ccc(OC)c(Nc2nc(NCc3ccco3)c3ccccc3n2)c1	1	-2	-14	1.2	27	-1	-4	-10	-22
Cc1ccc(Cn2nnc3c(=O)[nH]c(C(=O)NCc4ccco4)nc32)cc1	1	0	3	0.97	13	0	-3	-3	3
COc1ccc(NS(=O)(=O)c2cccc(C(=O)N3CCCCCCC3)c2)cc1	1	-3	2	0.9	8	-6	-3	-10	10
O=S(=O)(c1ccccc1)N(Cc1nc(-c2ccccc2)no1)C1CCCCC1	1	0	0	0.98	24	-1	-3	-5	2
Cc1ccccc1Oc1cccc(C(=O)/C(C#N)=C/N(C)C)c1	0.92	8	-11	0.81	10	-4	0	-5	19
O=c1oc2ccccc2c2c1SC(C(F)(F)F)C2 (stereo not given)	0.98	2	0	1	2	1	0	2	-4
CC(C)(C)N1C(=O)[C@H]2[C@@H](c3ccc(Br)cc3)N3C(=O)N(c4ccccc4)C(=O)[C@@]3(Cc3ccccc3)[C@H]2C1=O	0.92	8	3	0.95	13	0	-7	-9	5
CN(CC(=O)NCCc1ccc(F)cc1)Cc1ccc(Br)cc1	0.96	4	-3	0.92	14	-4	0	-10	8
Cc1cccc(Cn2cccc2/C=C2/C(=N)N3C=CSC3=NC2=O)c1	0.83	17	-54	0.79	6	-3	0	-4	21
N=c1ccn(CC(=O)NC(N)=O)c2ccccc12	0.99	1	2	1	-9	2	-4	3	-4
C=C(C)C(=O)Nc1cccc(C2=NOC3(C2)C[C@@H](C(N)=O)N(C(=O)c2cc([N+](=O)[O-])cc([N+](=O)[O-])c2)C3)c1 (stereo not given in full)	0.98	2	3	0.83	7	12	-2	28	17
COc1cccc(N2CC(O)=C(c3ccccc3)C2=N)c1	1	-2	1	0.99	10	-6	-2	-11	1
CCOC(=O)N1CCN(C(=O)CS(=O)(=O)c2cn(Cc3ccc(F)cc3)c3ccccc23)CC1	0.89	11	3	0.97	8	-4	-1	-2	3
Cc1cccc(NC(=O)COC(=O)COc2ccc3c(c2)CCC3)c1	1	-3	2	1	-6	3	4	-4	-4
O=C1Cc2cc(NS(=O)(=O)c3cc(F)ccc3F)cc3c2N1CCC3	0.94	6	0	1.1	-34	0	-2	-3	-10
Cn1c(-c2ccc(F)cc2)cc2onc(-c3ccccc3Cl)c2c1=O	1	0	1	0.88	8	-2	-5	-8	12
CCNC(=S)N1CCC(NC(=O)c2ccco2)CC1	1	-3	1	1.1	6	3	-2	-2	-10
Cc1cccc(CCNC(=O)CCNC(=O)Cn2ccc3ccccc3c2=O)c1	0.97	3	1	1.1	0	-5	-2	-5	-8
COC(=O)c1[nH]c2ccc(Cl)cc2c1NC(=O)C1CC1	0.98	2	3	0.91	23	-6	-1	-7	9
CC1=C(C(=O)OCCOC(C)C)C(c2cc3c(cc2Br)OCO3)CC(=O)N1 (stereo not given)	1.1	-9	0	0.93	14	-8	-3	-10	7
O=C(Nc1ccc(S(=O)(=O)Nc2nccs2)cc1)c1ccc(S(=O)(=O)N2CCOCC2)cc1	1.1	-6	2	0.97	6	-1	-3	-8	3
CSc1nncc(/C(C)=N/O)n1	0.94	6	2	1	15	-1	0	-2	-4
COC(=O)c1ccc(NC(=O)Cn2nc(C)c3ccccc3c2=O)cc1	1	-2	2	0.88	5	-7	2	-7	12
CCCCNC(=O)Nc1ccc(Br)cn1	1.1	-10	1	0.91	18	6	2	1	9
Cc1ccc(C)c(NC(=S)N=Nc2c(O)n(C)c3ccc(S(=O)(=O)N4CCOCC4)cc23)c1	0.81	19	4	0.9	-7	-2	-4	-4	10
COCCN1C(=O)N(c2ccccc2)C(=O)C1CC(=O)Nc1cc(OC)cc(OC)c1 (stereo not given)	1.1	-6	0	1.2	19	-6	5	-8	-22
CC(=O)c1ccc(S(=O)(=O)N2CCN(C(=O)c3ccc(N)c([N+](=O)[O-])c3)CC2)cc1	0.94	6	1	0.99	15	-2	-2	0	1
C=CCn1c(CCc2ccc(OC(C)C)cc2)n[nH]c1=S	1	-2	0	1.1	5	0	-3	22	-10
CCC(=O)c1ccc(OCC(=O)OCC(=O)NCC2CCCCC2)cc1	0.99	0	2	1	0	-2	-3	-7	-2
Cc1ccc2c(CN3CCCCC3CCO)cc(=O)oc2c1 (stereo not given)	0.96	4	-12	0.88	11	0	1	-1	12
Nc1c(C(=O)NCc2ccc3c(c2)OCO3)nnn1CC(=O)Nc1ccc(Br)cc1	0.99	1	5	1.2	-8	-4	1	-2	-18
Other entries
SMILES	mIAP act	mIAP inh	SENP1 inh	hIAP act	NLRP3 yeast inh	APOBEC3A inh	beta cell repl	APOBEC3G inh	hIAP block
COc1ccc(CC(=O)NCC(=O)N=Nc2c(O)[nH]c3ccccc23)cc1	0.89	11	3	0.85	3	2	0	2	15
COCCNC(=O)C(c1ccc(F)cc1)N(C(=O)CCC(=O)Nc1ccccn1)C1CCCCC1 (stereo not given)	0.99	1	2	0.88	20	-3	0	-14	12
COc1ccccc1CNC(=O)CC12CC3CC(CC(Br)(C3)C1)C2	1	-4	-1	1	22	-5	-1	-8	-4
COCc1c(C(=O)N2CCN(c3ccc(C(F)(F)F)cn3)CC2)oc2ccccc12	1.1	-8	1	1	19	-3	-1	-3	-3
O=C(CC1C(=O)OCN1C(=O)OCc1ccccc1)OCC(=O)c1ccccc1 (stereo not given)	1	-1	1	1	11	-1	-2	-1	-3
Cc1ccc(NC(=O)Cn2cnc3sc(C(=O)NCc4ccco4)c(C)c3c2=O)cc1Cl	0.96	4	-1	0.89	9	2	-3	-1	11
CC(C)c1nc2oc3c(=O)[nH]cnc3c2c2c1CCC2	1	-4	-3	1.1	5	2	-1	2	-7
Nc1c(C(=O)NCCN2CCOCC2)c2nc3ccccc3nc2n1CCc1ccccc1	1.1	-11	-24	0.77	17	0	-4	-5	23
CCC(C)(C)NC(=O)c1ccc(S(=O)(=O)N(C)c2ccccc2OC)cc1	0.97	3	4	0.94	4	3	0	-1	6
CCOC(=O)c1cnc2ccc(C)cc2c1NCCO	0.99	1	1	1.1	5	2	-3	-1	-7
Cc1ccc([N+](=O)[O-])c(OCC(=O)OCC(=O)c2ccccc2)c1	1	-4	0	1	-4	0	-1	-1	-1
NCC1CCC(C(=O)Oc2ccc(CCC(=O)O)cc2)CC1 (stereo not given)	1	-1	1	1.3	46	5	5	1	-31

Three entries out of the list, arranged by number of heavy atoms, largest number first:
SMILES	mIAP act	mIAP inh	SENP1 inh	hIAP act	NLRP3 yeast inh	APOBEC3A inh	beta cell repl	APOBEC3G inh	hIAP block
Nc1c(C(=O)NCCN2CCOCC2)c2nc3ccccc3nc2n1CCc1ccccc1	1.1	-11	-24	0.77	17	0	-4	-5	23
Cc1ccc(NC(=O)Cn2cnc3sc(C(=O)NCc4ccco4)c(C)c3c2=O)cc1Cl	0.96	4	-1	0.89	9	2	-3	-1	11
CCOC(=O)c1cnc2ccc(C)cc2c1NCCO	0.99	1	1	1.1	5	2	-3	-1	-7

Screens (PubChem)

Only part of the results is shown; the hit share may differ from the screen's.
